# D2 agonist: HTS Assay for Allosteric Agonists of the Human D2 Dopamine Receptor: Primary Screen for Agonists; hit rate 0.53% among 340,000; D(2) dopamine receptor (Homo sapiens), P14416; activation, % at 2 µM; HEK293 T-REx D2 cells, calcium flux agonist mode;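 active means activation over 3 SD above normal in the single-dose calcium agonist read, cut at about 30% in these data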; further: 0% is about no effect
# Target sequence (P14416 whole entry, looked up): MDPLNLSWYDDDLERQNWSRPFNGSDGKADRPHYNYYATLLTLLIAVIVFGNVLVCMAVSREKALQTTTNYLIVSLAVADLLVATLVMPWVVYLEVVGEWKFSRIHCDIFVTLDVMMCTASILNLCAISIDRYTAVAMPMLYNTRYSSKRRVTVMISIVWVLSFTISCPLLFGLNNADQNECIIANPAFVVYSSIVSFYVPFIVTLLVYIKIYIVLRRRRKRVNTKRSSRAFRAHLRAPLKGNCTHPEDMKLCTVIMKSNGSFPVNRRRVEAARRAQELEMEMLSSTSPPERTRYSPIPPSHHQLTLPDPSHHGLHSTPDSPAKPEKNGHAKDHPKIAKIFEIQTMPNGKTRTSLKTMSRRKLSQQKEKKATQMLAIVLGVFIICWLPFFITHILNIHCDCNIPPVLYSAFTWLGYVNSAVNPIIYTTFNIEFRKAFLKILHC
#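 Calcium-flux readout, 1 cycle/sec over 180 s following compound pin transfer, in inducible HEK293 Trex D2 cells (force-coupled); dopamine controls included. Positive calcium responses during this window marked compounds as potential agonists.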
# USP1 inh: Inhibitors of USP1/UAF1: Primary Screen. recombinant USP1/UAF1, Ub-Rhodamine cleavage fluorescence. hit rate 0.23% among 390,000. Ubiquitin carboxyl-terminal hydrolase 1 (Homo sapiens), O94782. Potency, µM (titrated, usually from 57.1 µM), without a hit: at the top dose activity change, negative = inhibition, usual class: inhibitors; further: potency means the concentration at half of the fitted maximal effect; on the % scale 0 is the no-effect control and ±100 the full control effect; nearly all actives have a fitted effect of over 60% in size; inactives centre near -12
#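 In this screen, compounds sit with the deubiquitinase complex (1nM) for 15 min at room temperature before Ub-Rho is added at 150nM final. Fluorescence rise is then followed for 6 reads every 60 seconds.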
# TRHR PAM: qHTS for Small Molecule Agonists and Allosteric Enhancers of Human TRH Receptor: Primary Screen for Enhancers; Thyrotropin-releasing hormone receptor (Homo sapiens), P34981; TRHR cells, fluo-8 calcium fluorescence, EC20 TRH enhancement; enhancement, % at 2 µM; hit rate 0.66% among 360,000; in the data active means enhancement above about 30%; further: 0% is about no effect
# Target sequence (P34981 whole entry, looked up): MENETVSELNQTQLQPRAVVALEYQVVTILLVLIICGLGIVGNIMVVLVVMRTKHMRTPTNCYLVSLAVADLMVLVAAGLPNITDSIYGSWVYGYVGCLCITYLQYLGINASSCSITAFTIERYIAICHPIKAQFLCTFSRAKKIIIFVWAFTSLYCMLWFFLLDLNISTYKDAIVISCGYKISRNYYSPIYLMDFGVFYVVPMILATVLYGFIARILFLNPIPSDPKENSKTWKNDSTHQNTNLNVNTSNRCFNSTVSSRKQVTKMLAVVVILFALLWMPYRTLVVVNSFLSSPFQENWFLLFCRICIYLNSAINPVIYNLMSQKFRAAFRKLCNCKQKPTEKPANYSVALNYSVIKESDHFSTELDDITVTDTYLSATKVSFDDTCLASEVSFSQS
#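 Enhancer read-out: after compound pinning and an initial kinetic agonist-mode read, an EC20 of TRH (10 nM final) was injected and fluo-8 calcium signal (Ex 480/Em 530) followed at 1 s/cycle for 100 cycles in TRHR-expressing cells.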
# PI4K2A inh: qHTS for small molecular inhibitors of PI4K2A | purified PI4K2A, ADP-Glo luminescence, 1 h; stronger effect = lower value | hit rate 0.13% among 420,000 | activity change, negative = inhibition, % at 76.9 µM; in the data active means activity change below about -50%; inconclusive means mostly about -30% to -49%;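 further: -100% = wells without enzyme as full effect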
#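 ADP-Glo luminescence measured ADP generated by PI4K2A enzyme (4 ug/mL before mixing) with 1.2 mM PI substrate (pre-mix) and 300 microM ATP (pre-mix). Tris pH7.5 buffer with MgCl2, Triton X-100; 1 h reaction at ambient temperature.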
# D2 antagonist: HTS Assay for Allosteric Antagonists of the Human D2 Dopamine Receptor: Primary Screen for Antagonists | HEK293 TREx D2 cells, calcium flux, dopamine EC80 | inhibition, % at 10 µM | hit rate 2% among 340,000; in the data active means inhibition above about 30%; further: 0% is about no effect
#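 Calcium mobilization kinetics were recorded at 1 s intervals in tetracycline-induced HEK293 T-REx D2 cells, first for 180 s after compound addition and then 180 s after EC80 dopamine.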
# TrxR1 inh: qHTS Assay for Inhibitors of Mammalian Selenoprotein Thioredoxin Reductase 1 (TrxR1): qHTS. Thioredoxin reductase 1, cytoplasmic (Rattus norvegicus), O89049. recombinant rTrxR1, NADPH fluorescence consumption, selenite substrate. Potency, µM (highest dose often 114 µM), for inactives: at the highest dose activity change, negative = inhibition, actives largely listed as inhibitors. hit rate 1% among 390,000; further: potency means the concentration at half of the fitted maximal effect; on the % scale 0 is the no-effect control and ±100 the full control effect; nearly all actives have a fitted effect of over 65% in size
#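 Rat TrxR1 (90 nM in the dispensed reagent) was pre-reduced with 400 uM NADPH for 5 min at room temperature, then incubated with compound for 15 min. After 400 uM selenite was added, NADPH fluorescence (Ex 340/Em 450 nm) was followed for 8 min.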
# IDH1 R132H inh: qHTS for Inhibitors of mutant isocitrate dehydrogenase 1 (IDH1): qHTS. Potency, µM (highest dose often 76.6 µM), without a hit: top-dose activity change, negative = inhibition, usual class: inhibitors. AID 602179, 2012. hit rate 0.093% among 390,000. Isocitrate dehydrogenase [NADP] cytoplasmic (Homo sapiens), O75874. IDH1-R132H enzyme, NADPH consumption, diaphorase/resazurin fluorescence; further: potency means the concentration at half of the fitted maximal effect; on the % scale 0 is the no-effect control and ±100 the full control effect; nearly all actives have a fitted effect of over 65% in size
#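 IDH1-R132H (0.5 ug/mL) preincubated 30 min with compound, then NADPH (0.016 mM) and alpha-KG (2 mM) added; 80 min at RT, pH 7.5. Remaining NADPH coupled via diaphorase/resazurin to fluorescence (540/590 nm); concentration-response curves normalized to no-enzyme control.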
# TrxR1 substrate: qHTS Assay for Substrates of Mammalian Selenoprotein Thioredoxin Reductase 1 (TrxR1): qHTS; Thioredoxin reductase 1, cytoplasmic (Rattus norvegicus), O89049; purified TrxR1 substrate turnover, NADPH consumption readout; Potency, µM (top dose mostly 114 µM), inactives show at the top dose activity change, negative = substrate turnover; hit rate 0.01% among 390,000; further: potency means the concentration at half of the fitted maximal effect; on the % scale 0 is the no-effect control and ±100 the full control effect; nearly all actives have a fitted effect of over 50% in size
#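 Rat TrxR1, dispensed at 90 nM, was prereduced with 400 uM NADPH (final) for 5 min at ~22 deg C, then incubated with compound 15 min before 400 uM selenite. A first-read NADPH fluorescence drop versus no-compound background flagged substrates.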
# TRHR agonist: qHTS for Small Molecule Agonists and Allosteric Enhancers of Human TRH Receptor: Primary Screen for Agonists; Thyrotropin-releasing hormone receptor (Homo sapiens), P34981; TRHR cells, calcium flux fluo-8, FDSS agonist mode; activation, % at 2 µM; hit rate 0.18% among 360,000; in the data active means activation above about 30%; further: 0% is about no effect
#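 Steps: seed TRHR cells overnight; add fluo-8 no-wash Ca dye, RT 30 min–1.5 h; record 10 s baseline; pin-transfer compounds; monitor fluorescence 1 cycle/s for the agonist window. Calcium increases flag candidate agonists.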
# An asterisk follows results filed as active; ? = inconclusive; . = not tested or not shown; & = joins results of further samples; [ ] = remark or other dose. Unless noted, the call rests on the fitted dose curve; in most records, active means well fitted inhibition curve with a large enough effect; inconclusive means small, poorly fitted or top-dose-only effect; inactive means no such curve, though single readings can be large or run the other way.
SMILES,D2 agonist,USP1 inh,TRHR PAM,PI4K2A inh,D2 antagonist,TrxR1 inh,IDH1 R132H inh,TrxR1 substrate,TRHR agonist
CC1CCN(C(=O)Cn2nc(C(F)(F)F)c3c2CCCC3)CC1,-0.2,-5%,0,4,-10,2%,10%,0%,0.1
Cc1ccc(NC(=O)CCNCc2ccco2)cc1S(=O)(=O)N(C)C,-6.4,-15%,5,2,34*,18%[57.1 µM],0%,12%[57.1 µM],0.5
CCN(C(=O)C1CCN(c2nc(-c3ccc(OC)cc3)no2)CC1)c1ccc(OC)cc1,-0.3,-26%,1,-3,7,14%[57.1 µM],7%,6%[57.1 µM],0.3
CCN(CC)CCCCCCCCOC(=O)c1cc(OC)c(OC)c(OC)c1,0.4,9%,3,3&-6,-17,-11%[57.1 µM],3%,-3%[57.1 µM],0.1
COc1ccc(Nc2nc(N3CCOCC3)nc(N3CCOCC3)n2)cc1,-0.1,-2%,4,-4,-3,21%,2%,2%,-1.1
CCC(C(=O)NCc1ccc(F)cc1)N(Cc1cccs1)C(=O)c1snc(C(N)=O)c1N (stereo unspecified),0.2,-20%,-9,0,-1,24%,7%,8%,-0.2
COCCCNC(=O)Cn1cnc2sc(C)c(S(=O)(=O)N3CCN(c4ccccc4OC)CC3)c2c1=O,4.6&0.7,-14%&-21%,5&-2,-8&4,0,2%&28%,-12%&-16%,-7%&6%,0.4&-0.2
Cc1ccc2scc(N3CCN(c4ccccc4)CC3)c(=O)c2c1,18,-17%,5,1,.,7%[57.1 µM],0%,2%[57.1 µM],-0.1
CN=C(Nc1cccnc1)c1ccccc1,0.1,-10%,-4,6,-11,3%,0%,-3%,0.3
c1cc(SSc2ccncc2)ccn1,-1.0,2%,6,-6,-10,-3%[57.1 µM],5%,-4%,-0.4
Cc1ccc(C(CNS(=O)(=O)c2ccccc2)N2CCN(C)CC2)cc1 (stereo unspecified),-0.1,-6%,-6,3,21,1%,7%,-1%,-0.1
CC1CCCC(C)N1C(=O)CCN1C(=O)C2C3C=CC(C3)C2C1=O (stereo unspecified),0.5,-22%,3,1,-2,6%,-3%,-5%,0.6
CCn1c(C)cc(/C=C2\NC(=O)N(Cc3ccc(Cl)cc3)C2=O)c1C,-1.0,-10%,-6,1,4,?,-4%,1%,-0.7
CCc1nnc(NC(=O)c2ccc(S(=O)(=O)N3CCCc4ccccc43)cc2)o1,-0.6,-10%,20,-2,-9,13%,0%,5%,-0.4
O=C(O)C1CCCCC1C(=O)Nc1ccc(F)cc1F (stereo unspecified),0.5,-18%,-1,1,-7,9%,3%,1%,0.1
CCOC(=O)c1[nH]ncc1CN1CCC(Cc2cccc(OC)c2)(C(=O)OCC)CC1,.,-9%,-2,4,.,13%,-4%,5%,-0.7
COc1ccc(NC(=O)c2cc(C(C)C)on2)c(OC)c1,-1.4,-7%,6,2,-4,7%,-2%,-7%,-0.2
O=C(Cc1cccs1)NC1CC(=O)N(c2ccc(Cl)cc2)C1 (stereo unspecified),-2.0,13%,-13,0,.,20%[57.1 µM],6%,2%[57.1 µM],0.0
COc1cc(C2C(C(=O)Nc3ccc(Cl)cc3)=C(C)Nc3nc(SC)nn32)cc(OC)c1OC (stereo unspecified),0.8,-9%,-1,-3,.,-2%,0%,2%,0.8
CCc1nnc(NC(=O)COC(=O)CN2C(=O)c3ccccc3C2=O)s1,-0.7,-13%,-5,-5,9,11%,8%,-4%[57.1 µM],1.3
COc1ccc(C(=O)N/N=C(/C)c2cccc(NC(=O)c3ccccc3F)c2)cc1,-1.8,-7%,-1,-2,-3,3%,0%,4%,-0.6
COc1ccc(NC(=O)CSc2nc3[nH]c(=O)[nH]c(=O)c3s2)cc1OC,-0.4,-21%,-2,1,1,-2%,-1%,-4%,0.2
O=C(CC1CCCCC1)Nc1c2c(nn1-c1ccc(F)cc1)CS(=O)(=O)C2,2.1,-14%,-2,-1,8,13%,0%,-2%,-0.1
O=C(NCC(c1ccco1)N1CCc2ccccc2C1)c1cccc(F)c1 (stereo unspecified),.,-19%,-7,6,.,-1%,-3%,-7%,-0.3
CCS(=O)(=O)N1CCC(C(=O)NCc2cc(OC)ccc2OC)CC1,1.0,-10%,-3,3,0,9%,6%,10%[57.1 µM],0.2

# Individual results from the results shown:
# TrxR1 substrate with COCCCNC(=O)Cn1cnc2sc(C)c(S(=O)(=O)N3CCN(c4ccccc4OC)CC3)c2c1=O reads -7%&6%
# D2 agonist with COc1ccc(C(=O)N/N=C(/C)c2cccc(NC(=O)c3ccccc3F)c2)cc1 reads -1.8

# Remaining list, next part.
SMILES,D2 agonist,USP1 inh,TRHR PAM,PI4K2A inh,D2 antagonist,TrxR1 inh,IDH1 R132H inh,TrxR1 substrate,TRHR agonist
Cc1ccc(NC(=S)Nc2ccc(Cl)c(Cl)c2)c(OC(F)F)c1,-0.7,-24%,-3,8,7,?,8%,-5%,0.3
Cc1c(OCC(=O)N2C[C@H]3C[C@@H](C2)c2cccc(=O)n2C3)ccc2c3c(c(=O)oc12)CCCC3,2.7,15%,3,-7,-14,0%,-2%,45%[activator],0.1
CCc1nnc(NC(=O)CSc2nc3[nH]c(=O)cc(O)c3s2)s1,-0.2,-6%,4,10,-2,4%,-8%,-4%,0.3
CCS(=O)(=O)c1ccc(C=NNc2nc3ccccc3o2)cc1,.,-9%,.,5,.,14%[11.4 µM],7%,7%[11.4 µM],.
Cc1cccc(-c2noc(-c3ccoc3C)n2)c1,0.1,-23%,1,-6,-9,40%[activator],-2%,7%,0.3
N#Cc1cccc(C(=O)OCc2cccc(S(=O)(=O)N3CCOCC3)c2)c1,0.4,-14%,1,-1,0,-8%,4%,-9%,-0.3
CCOC(=O)/C(C#N)=C/c1ccc(N2CCN(Cc3ccccc3)CC2)cc1,6.6,?,-4,-2,-10,-11%,5%,-11%,8.9
O=C(O)COC(=O)C1C(c2ccccc2)C(C(=O)O)C1c1ccccc1 (stereo unspecified),1.9,-13%,-6,-4,-4,12%[57.1 µM],2%,6%[57.1 µM],0.5
COc1ccc(CCNC(=O)Cc2c(C)c3c(cc(C)c4c(C)coc43)oc2=O)cc1OC,-0.4,-6%,-3,0,.,35%,-4%,16%,-1.6
CCc1nnc(SCc2nc(-c3ccc(OC)c(OC)c3)oc2C)c2cc3sc(C)cc3n12,.,-12%,-3,-8,.,4%,-19%,-3%,-1.0
COc1ccc([N+](=O)[O-])cc1NC(=O)Cn1ccc(C(F)(F)F)n1,1.0,-3%,-1,-2,1,9%[57.1 µM],0%,-8%,0.2
COc1ccc(-c2ccc3c(c2)S(=O)(=O)c2cccc(C(=O)NCCOc4ccccc4)c2C3=O)cc1OC,.,?,-5,-3,.,-57%,-2%,-17%,4.0
Cc1ccc(C(=O)c2cn(Cc3ccccc3)c3cc4c(cc3c2=O)OCCO4)cc1,0.4,?,2,-6,.,52%,15%,11%,-1.1
O=C(CCc1nc2ccccc2s1)OCC(=O)c1ccccc1,-0.3,-11%,-8,6,-3,12%,1%,-4%,-0.7
O=C(NCc1ccccc1Cl)c1ccc(CS(=O)Cc2ccc(Cl)cc2)o1 (stereo unspecified),-0.2,-26%,-7,-3,8,-2%,7%,3%,-0.3
CCCCCc1nc2c(=O)n(C)c3ccccc3c2o1,-0.6,-15%,1,-15,-29,25%,0%,7%,-1.0
CCCSc1nnc(NC(=O)Nc2ccccc2OC)s1,1.5,-20%,4,0,-6,24%,9%,0%,1.6
COc1ccc(Cl)cc1NC(=O)CCS(=O)(=O)c1ccc(Br)cc1,-0.6,-18%,-14,12,19,-7%,12%,4%,-0.6
NC(=O)C1CCN(CC(O)CSc2ccccc2)CC1 (stereo unspecified),-0.9,-12%,14,-7,16,10%,-9%,0%,-0.2
Cc1ccc(OCc2nnc(SCC(=O)C(C)(C)C)n2Cc2ccco2)cc1,-0.3,-3%,13,-1,-10,-58%,2%,-6%,-0.1

# Some of the entries above in another layout.
SMILES: CCCCCc1nc2c(=O)n(C)c3ccccc3c2o1
- D2 agonist: -0.6
- USP1 inh: -15%
- TRHR PAM: 1
- PI4K2A inh: -15
- D2 antagonist: -29
- TrxR1 inh: 25%
- IDH1 R132H inh: 0%
- TrxR1 substrate: 7%
- TRHR agonist: -1.0

SMILES: CCCSc1nnc(NC(=O)Nc2ccccc2OC)s1
- D2 agonist: 1.5
- USP1 inh: -20%
- TRHR PAM: 4
- PI4K2A inh: 0
- D2 antagonist: -6
- TrxR1 inh: 24%
- IDH1 R132H inh: 9%
- TrxR1 substrate: 0%
- TRHR agonist: 1.6

SMILES: COc1ccc(Cl)cc1NC(=O)CCS(=O)(=O)c1ccc(Br)cc1
- D2 agonist: -0.6
- USP1 inh: -18%
- TRHR PAM: -14
- PI4K2A inh: 12
- D2 antagonist: 19
- TrxR1 inh: -7%
- IDH1 R132H inh: 12%
- TrxR1 substrate: 4%
- TRHR agonist: -0.6

SMILES: NC(=O)C1CCN(CC(O)CSc2ccccc2)CC1 (stereo unspecified)
- D2 agonist: -0.9
- USP1 inh: -12%
- TRHR PAM: 14
- PI4K2A inh: -7
- D2 antagonist: 16
- TrxR1 inh: 10%
- IDH1 R132H inh: -9%
- TrxR1 substrate: 0%
- TRHR agonist: -0.2

# Source: PubChem (National Center for Advancing Translational Sciences (NCATS))

# An unsorted share of the library. Share with any hit: about 3.9%.
